M5 antag: human M5 muscarinic receptor antagonists, primary screen, CHO cells, Fluo-8 calcium fluorescence; Muscarinic acetylcholine receptor M5 (Homo sapiens), P08912; CHO-hM5 cells, ACh EC80; inhibition, % at 3 µM; 360,000 tested, 0.59% active; AID 624040, 2012;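 active = inhibition above a per-plate cutoff, the mean of that plate's test compounds plus 3 SD, cut at about 27% in these data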;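 note: 0% = acetylcholine EC80 with DMSO and 100% = DMSO without agonist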
Target sequence (P08912 whole entry, looked up): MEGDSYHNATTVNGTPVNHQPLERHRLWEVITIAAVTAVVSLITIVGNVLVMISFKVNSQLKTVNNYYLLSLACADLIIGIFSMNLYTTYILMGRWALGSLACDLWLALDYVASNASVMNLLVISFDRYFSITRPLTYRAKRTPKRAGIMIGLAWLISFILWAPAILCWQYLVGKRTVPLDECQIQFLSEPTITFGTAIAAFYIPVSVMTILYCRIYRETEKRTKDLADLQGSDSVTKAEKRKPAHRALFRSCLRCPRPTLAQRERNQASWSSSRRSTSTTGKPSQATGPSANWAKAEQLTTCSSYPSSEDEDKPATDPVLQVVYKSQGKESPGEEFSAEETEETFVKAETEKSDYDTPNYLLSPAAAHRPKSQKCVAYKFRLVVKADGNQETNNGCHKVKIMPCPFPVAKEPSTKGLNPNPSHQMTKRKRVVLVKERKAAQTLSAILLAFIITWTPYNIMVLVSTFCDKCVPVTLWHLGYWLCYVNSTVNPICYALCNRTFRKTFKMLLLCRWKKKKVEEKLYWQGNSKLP
CHRM4 agonist: human M4 muscarinic receptor agonists, primary screen, CHO-K1 cells, Fluo-8 calcium fluorescence; CHO-K1 hM4/Gqi5; vehicle 0%, full acetylcholine response 100%; Muscarinic acetylcholine receptor M4 (Homo sapiens), P08173; AID 624127, 2012; activation, % at 3 µM; 360,000 tested, 0.14% active;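 active = activation above the run mean over all test wells plus 3 SD, cut at about 32% in these data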;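 note: peak over basal fluorescence ratio per well then scaled between controls; 0% = DMSO wells and 100% = acetylcholine at EC100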
Target sequence (P08173 whole entry, looked up): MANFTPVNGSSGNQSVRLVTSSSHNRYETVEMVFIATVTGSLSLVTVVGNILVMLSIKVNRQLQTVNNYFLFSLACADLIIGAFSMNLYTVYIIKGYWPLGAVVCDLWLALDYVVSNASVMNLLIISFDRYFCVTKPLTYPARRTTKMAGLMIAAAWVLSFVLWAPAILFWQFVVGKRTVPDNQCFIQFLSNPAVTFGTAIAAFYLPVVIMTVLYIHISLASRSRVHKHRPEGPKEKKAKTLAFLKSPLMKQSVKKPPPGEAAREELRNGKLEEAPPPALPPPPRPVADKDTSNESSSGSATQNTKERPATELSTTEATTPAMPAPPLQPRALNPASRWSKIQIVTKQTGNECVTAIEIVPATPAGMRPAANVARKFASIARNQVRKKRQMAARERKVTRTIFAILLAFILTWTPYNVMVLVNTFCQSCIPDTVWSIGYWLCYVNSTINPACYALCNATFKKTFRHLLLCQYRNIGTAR
CHO-K1 Ca antag: M1 antagonist counterscreen hit in parental CHO-K1 cells; ATP-induced calcium, Fluo-8 fluorescence; inhibition, % at 3 µM; 360,000 tested, 0.6% active; AID 602250;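 active = inhibition above a per-plate cutoff, the plate's mean sample inhibition plus 3 SD, cut at about 24% in these data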;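 note: 0% = DMSO plus EC80 ATP and 100% = DMSO alone without ATP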
CHRM4 antagonist: human M4 muscarinic receptor antagonists, primary screen, CHO cells, Fluo-8 calcium fluorescence. Muscarinic acetylcholine receptor M4 (Homo sapiens), P08173. CHO-hM4 cells, ACh EC80. inhibition, % at 3 µM. 360,000 tested, 0.73% active. AID 624125, 2012;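 active = inhibition above its plate's cutoff, the mean inhibition of sample wells plus 3 SD, cut at about 27% in these data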;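 note: 0% = acetylcholine EC80 with DMSO and 100% = DMSO without agonist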
CHO-K1 Ca PAM: nonselective calcium activators in parental CHO-K1 cells, primary screen, counter-screen for M1 PAM project, cell-based, Fluo-8 calcium fluorescence, full deck, 1536-well. activation, % at 3 µM. AID 602247, 2012. 360,000 tested, 0.02% active. ATP EC20; 0% at ATP EC20, 100% at ATP max;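 active = activation above the run cutoff, the mean activation of all test compounds plus 3 SD, cut at about 40% in these data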;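 note: peak over basal fluorescence ratio in a 140 s read after ATP addition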
CHRM5 agonist: human M5 muscarinic receptor agonists, primary screen, CHO-K1 cells, Fluo-8 calcium fluorescence; Muscarinic acetylcholine receptor M5 (Homo sapiens), P08912; CHO-K1 hM5 cells; 0% DMSO wells, 100% maximal acetylcholine response; activation, % at 3 µM; 360,000 tested, 0.19% active;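 active = activation above the run's mean over test compounds plus 3 SD, cut at about 23% in these data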;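 note: signal is peak over basal fluorescence ratio across the kinetic read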
CHRM5 PAM: human M5 muscarinic receptor positive allosteric modulators, primary screen, CHO-K1 cells, Fluo-8 calcium fluorescence. CHO-K1 hM5, ACh EC20 PAM; 0% = ACh EC20, 100% = ACh EC100. activation, % at 3 µM. 360,000 tested, 0.3% active. AID 624038, 2012;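 active = activation above the run cutoff, the mean activation of all test compounds plus 3 SD, cut at about 18% in these data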
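System – CHO-K1 hM5 cells · Compound – 3 µM, single dose · Incubation – compound preincubation 140 s before EC20 acetylcholine addition · Technique – Fluo-8 calcium fluorescence · Measure – Max/basal fluorescence ratio as % of EC20–EC100 ACh window · Benchmarks – low control EC20 acetylcholine (0%), high control EC100 acetylcholine (100%) · Replication – singlicate, one well per test compound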
CHO-K1 Ca ag: counter-screen for M1 agonists: effect in parental CHO-K1 cells; Fluo-8 calcium fluorescence; scaled to maximal ATP response, vehicle zero; activation, % at 3 µM; 360,000 tested, 0.48% active; AID 602248, 2012; in the data active = activation above about 15%;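 note: untransfected CHO-K1 host cells lacking M1 receptor as counterscreen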
M4 PAM: human M4 muscarinic receptor positive allosteric modulators, primary screen, CHO-K1 cells, Fluo-8 calcium fluorescence | Muscarinic acetylcholine receptor M4 (Homo sapiens), P08173 | CHO-K1 hM4/Gqi5, ACh EC20; 0% = ACh EC20, 100% = maximal ACh | activation, % at 3 µM | 360,000 tested, 0.4% active;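 active = activation above its plate's cutoff, the mean activation of sample wells plus 3 SD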; note: some results filed as inactive read as strong as hits
* = called active by the depositor.

The opening 2 entries, to show the layout:
SMILES	M5 antag	CHRM4 agonist	CHO-K1 Ca antag	CHRM4 antagonist	CHO-K1 Ca PAM	CHRM5 agonist	CHRM5 PAM	CHO-K1 Ca ag	M4 PAM
COc1cccc(Cn2c3ccc(NC(=O)Cc4cc(OC)ccc4OC)cc3c(=O)n2C)c1	4	3	-10	-10	18	-1	-2	1.6	5
CCOc1ccc(CCNC(=O)C2=C(C)C(=O)OC23CCC(C)CC3)cc1 (configuration not stated)	2	8	-15	-5	24	0	-2	2.9	-1

All compounds of this part, from the start:
SMILES	M5 antag	CHRM4 agonist	CHO-K1 Ca antag	CHRM4 antagonist	CHO-K1 Ca PAM	CHRM5 agonist	CHRM5 PAM	CHO-K1 Ca ag	M4 PAM
COc1cccc(Cn2c3ccc(NC(=O)Cc4cc(OC)ccc4OC)cc3c(=O)n2C)c1	4	3	-10	-10	18	-1	-2	1.6	5
CCOc1ccc(CCNC(=O)C2=C(C)C(=O)OC23CCC(C)CC3)cc1 (configuration not stated)	2	8	-15	-5	24	0	-2	2.9	-1
CC(C)Cn1c(N)c(C(=O)COC(=O)Cc2cccs2)c(=O)n(C)c1=O	32*	14	12	19	-11	6	-10	13	-6
O=C(NCC1CCCO1)c1ccc(NC(=O)c2cccc([N+](=O)[O-])c2)cc1 (configuration not stated)	1	3	-13	-9	8	1	0	0.4	10
CNC(=O)c1nnc(Cc2ccc(Cl)cc2)o1	-3	0	14	0	4	1	2	2.0	-2
O=C(COC(=O)c1c2ccccc2cc2ccccc12)NCC(F)(F)F	5	1	0	7	13	-5	-4	2.2	0
COc1ccc(NC(=O)c2cccc(-c3ccc(O)cc3)c2)cn1	-4	16	0	-2	-1	7	-2	4.5	-8
O=C(O)c1ccc(/C=C2\COc3ccccc3C2=O)cc1	1	0	-18	4	8	0	8	0.8	-2
COc1cc(OC)cc(-c2nnc(SCC(=O)N3c4ccccc4Sc4ccccc43)o2)c1	16	0	14	0	-11	-1	-1	-0.1	5
CCC(C)(C)NC(=O)Cc1ccc(C)cc1	-1	1	-5	-6	16	-2	2	0.5	8
O=C(Cc1ccccc1[N+](=O)[O-])N1CCN(c2ccc(F)cc2)CC1	12	5	5	-7	-6	0	-6	1.0	2
COc1ccc(S(=O)(=O)Nc2ccc(Oc3ncccn3)c(Cl)c2)cc1	-7	3	-2	-3	15	3	2	4.6	-4
COc1cccc(CC2(CO)CCN(Cc3cn(C)nc3C)CC2)c1	1	1	-17	-14	18	-3	15	0.9	8
CCCCNC(=O)O[C@H]1C[C@@H]2CCN3C(=O)CCC[C@H]([C@H]1Cc1ccccc1)[C@H]23	14	-1	-9	-5	-1	-3	1	0.3	8
CC(C)CCNc1nc(N)c([N+](=O)[O-])c(N2CCCCCC2)n1	8	8	12	0	15	-5	-8	4.0	-8
Cc1ccc(C(=O)NNC(=O)C2CCN(C(=O)OC(C)(C)C)CC2)cc1	-1	2	-15	-17	7	-5	-2	0.3	-4
O=C1CCCN1S(=O)(=O)c1ccc(F)cc1	3	1	1	6	-5	-13	-3	0.1	0
CCc1ccc(Nc2ccc3nonc3c2[N+](=O)[O-])cc1	8	0	0	-1	9	3	3	1.1	1
CCCCN=C(N)/C(C(=O)OCC)=C(\O)c1ccc(OC)cc1	-2	3	21	0	-4	-1	-4	0.6	16
c1ccc2c(c1)COC(CN1CCCCC1)OC2	3	7	-1	3	-2	-9	-2	-0.4	-3
Cc1cc(Nc2ccccc2)n(CCOC(=O)COc2ccccc2)n1	3	3	3	-3	18	0	1	1.0	-5
CC(C)(C)OC(=O)N(CCc1ccccc1)Cc1ccc(OCc2cccc(NC(=O)/C=C/c3ccccc3)c2)cc1	-6	3	-12	-23	17	-1	-5	1.7	8
Cc1ccc(S(=O)(=O)Nc2ccccc2-c2ccccc2NS(=O)(=O)c2ccc(C)cc2)cc1	11	6	-10	13	12	-6	-13	1.6	-12
Cc1cc(C)n(CC(=O)Nc2ccc3c(c2)OCO3)c(=O)c1C#N	0	0	8	-4	-14	-3	3	-0.1	3
COc1ccc(-c2cc(C(F)(F)F)n3nc(C(=O)N(C)Cc4ccccc4)cc3n2)cc1OC	9	0	-3	14	7	-2	-3	0.1	2
CCS(=O)(=O)Nc1cccc(C2=NN(S(=O)(=O)CC)C(c3ccccc3)C2)c1 (configuration not stated)	2	5	1	1	0	1	-6	1.8	-9
CCSc1nnc(NC(=O)C2CCN(S(=O)(=O)c3ccccc3C(F)(F)F)CC2)s1	5	0	8	-8	-5	0	-4	0.5	1
CCOC(=O)C1=C(C)OC(N)=C(C(=O)OCC)C1c1cccnc1 (configuration not stated)	6	0	-4	3	18	3	3	0.4	5
CN(C)c1ccc(C2C3C(=O)N(c4ccc(C(=O)O)cc4)C(=O)C3ON2c2ccccc2)cc1 (configuration not stated)	-2	0	-10	-6	18	-1	5	0.0	6
O=[N+]([O-])c1cccc(COc2ccccc2CN2CCCC2)c1	3	2	-18	-12	21	-3	-5	0.3	-6
Cc1ccc2nc(N3C(=O)C(O)=C(C(=O)c4ccc(C)o4)C3c3cccc(O)c3)sc2c1 (configuration not stated)	9	1	-4	1	10	2	-1	0.2	2
Oc1cccc(CCC2CCCCN2Cc2cn[nH]c2-c2ccc3c(c2)OCO3)c1 (configuration not stated)	17	0	-17	3	15	-13	-32	1.2	-14
CC1=C(C(=O)OCC2CCCO2)C(c2ccc(C)cc2)C2=C(CC(C)(C)CC2=O)N1 (configuration not stated)	-4	2	4	4	4	-4	3	0.3	4
CN1OC[C@@H]2CN(C(=O)c3cccc4ccccc34)[C@H](c3ccccc3Br)C[C@@H]21	-3	1	13	-7	4	2	3	0.2	-4
CCC(=O)Nc1cc(=O)[nH]c2nc(-c3ccc(Cl)cc3)nn12	-9	0	-7	2	22	4	13	0.4	6
COc1cccc(CNC(=O)c2nnn(CC(=O)Nc3c(C)cccc3C)c2N)c1	1	2	-1	7	-8	-4	0	-0.1	-2
CCOC(=O)N1CCN(CCC(=O)c2ccc(Cl)cc2)CC1	-5	1	-10	0	15	11	0	0.4	2
CCCC(=O)Nc1ccccc1NC(=O)c1cc(OC)c(OC)c(OC)c1	5	2	3	-1	6	2	-2	0.6	8
N#Cc1ccc(C(=O)N2CCC3CC2c2cc(-c4ccccc4)ccc23)cc1 (configuration not stated)	-9	2	12	-1	9	-2	-1	0.2	-5
O=C(O)C1Cc2[nH]cnc2C(c2cccc([N+](=O)[O-])c2)N1 (configuration not stated)	-1	0	-9	-12	0	-2	1	0.0	8
Cc1ccc(N2C(=O)C3C4C=CC(CNC(=S)Nc5ccc(Cl)cc5)(O4)C3C2=O)cc1 (configuration not stated)	7	8	-4	-8	-1	0	-9	3.2	-3
CNc1nnc(SCC(=O)c2c(N)n(C3CC3)c(=O)[nH]c2=O)s1	2	2	-9	-18	16	1	4	0.2	17
COc1ccccc1NC(=O)N(C)C[C@H]1OCc2cnnn2CCCC(=O)N([C@H](C)CO)C[C@@H]1C	-1	-1	-6	8	7	0	2	0.1	-5
O=S(=O)(c1ccccc1)C1CC1(c1ccccc1)c1ccccc1 (configuration not stated)	11	1	-14	-4	16	-3	-8	0.0	-5
COc1ccc(C2(CNC(=O)/C=C/c3ccco3)CCCC2)cc1OC	-1	0	-19	2	-10	0	2	0.6	-3
CC1(C(=O)NS(=O)(=O)c2ccccc2)CCN1C(=O)c1ccccc1 (configuration not stated)	24	0	12	2	14	0	5	0.9	-3
CCN(CC(=O)Nc1ccccc1C(F)(F)F)C(=O)Cc1sc(C)nc1-c1ccc(F)cc1	-1	0	1	-16	11	3	0	0.3	5
O=C(NCCc1ccccc1)C1CCN(S(=O)(=O)c2ccc(Br)s2)CC1	-8	2	-17	8	23	0	7	0.4	11
COc1ccc(NC(=O)C(c2cc3c(cc2[N+](=O)[O-])OCO3)N2CCN(C=O)CC2)cc1 (configuration not stated)	7	1	3	0	7	0	0	0.2	11
C[C@@H]1COc2cc(N3CC[C@H](O)C3)ccc2S(=O)(=O)N1	8	0	-12	0	15	1	-6	0.6	3
Continuation.
SMILES	M5 antag	CHRM4 agonist	CHO-K1 Ca antag	CHRM4 antagonist	CHO-K1 Ca PAM	CHRM5 agonist	CHRM5 PAM	CHO-K1 Ca ag	M4 PAM
CCOC(=O)c1sc(NC(=O)c2ccco2)nc1C	-14	0	-17	-8	22	-2	2	0.6	12
O=S(=O)(NNc1ncc(C(F)(F)F)cc1Cl)c1ccccc1	7	0	7	-14	-13	-7	6	-0.7	11
COC(=O)C1CCN(C(=O)COC(=O)c2ccc(OC)c(S(=O)(=O)N3CCCc4ccccc43)c2)CC1	0	6	-15	-9	20	-2	8	3.5	6
COc1ccc(CCC(=O)Nc2cccc(S(=O)(=O)N3CCCCCC3)c2)cc1OC	10	17	-22	1	13	6	-24	14	1
CCOC(=O)CSc1nc(C)cc(C)c1C#N	3	0	15	-4	-7	3	-2	0.2	18
CCc1ccc(CC(=S)N2CCOCC2)cc1	1	0	3	-8	21	-8	2	0.0	9
CCCCn1c(N)c(N(CCC(C)C)C(=O)C2CCN(C(=O)c3ccccc3C)CC2)c(=O)[nH]c1=O	2	0	3	-3	-22	5	2	-0.4	6
Cc1cc(S(=O)(=O)NCCCN2CCOCC2)ccc1Br	8	0	-10	8	7	0	-2	0.6	-3
CC(C)C(=O)Nc1ccc(NC(=O)c2cccc(F)c2)cn1	0	2	-11	5	17	-3	-2	0.8	-2
COc1cccc(NC(=S)/C(=C(\[O-])c2ccc([N+](=O)[O-])cc2)[n+]2ccccc2)c1	9	1	-11	-14	10	-9	-6	1.8	6
COC(=O)c1ccc(N2C(c3cccc(OC)c3)=Cc3ccc(F)cc3C2c2c(C)[nH]c3ccccc23)cc1 (configuration not stated)	1	1	-9	9	6	-2	-3	0.5	-4
Cc1cc(C)c(CN2CCN(Cc3ccc(C)o3)C(CCO)C2)c(-n2cccn2)c1 (configuration not stated)	1	1	-9	-3	28	-1	6	0.7	0
O=C1OC(c2ccccc2)=C/C1=C/N1CCCCC1	4	2	-9	6	-5	-1	2	0.1	-5
NC(=O)c1nc[nH]c1C(=O)Nc1cccc(NC(=O)c2cccc(C(F)(F)F)c2)c1	1	1	1	-9	3	2	3	1.7	6
CC(C)[C@H](NS(=O)(=O)c1ccccc1)C(=O)OCC(=O)NC(=O)NC1CCCCC1	25	7	-11	-3	-11	-1	-12	1.4	-3
O=C(NCCc1ccc(C(F)(F)F)cc1)C1CC(=O)N(Cc2ccccc2)C1 (configuration not stated)	-3	2	-14	-3	15	3	3	2.0	3
COc1ccc(NC(=O)CCCn2c(=O)c3sccc3n(Cc3ccccc3)c2=O)cc1	-4	0	11	5	-2	-1	0	0.0	-4
O=C(/C=C/c1c(Cl)cccc1Cl)n1cccn1	0	0	4	-1	-6	-1	-1	-0.2	-1
CCN(CC)C(=O)C1CC(=O)OC1(C)C (configuration not stated)	4	1	0	-7	-10	1	1	0.4	13

Screens as filed in PubChem BioAssay.
